Screens: PubChem, several laboratories
L929 necroptosis = L929 zVAD cell death inhibition | hit rate 0.38% among 220,000 | viability rescue, % at 10 µM | L929 zVAD necroptosis rescue, ATP luminescence, 24 h; with zVAD 60 µM;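 active = activation, scaled between plate controls, above about 75%, limit read from the data; inactive = activation under that limit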;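 also: 0% = zVAD with DMSO and 100% = DMSO alone without zVAD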
EP2 antag = blocks the human prostaglandin E2 receptor EP2. P43116. C6 glioma cells expressing human EP2, cAMP TR-FRET; cells stimulated with saturating PGE2. inhibition, % at 25 µM. hit rate 0.52% among 260,000. AID 1422;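 active = percent inhibition above 40 after rounding to a whole number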;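 also: rat C6 glioma host cells with rolipram phosphodiesterase inhibitor present; the protocol text gives 20 µM as final concentration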
Target sequence (P43116 whole entry, looked up): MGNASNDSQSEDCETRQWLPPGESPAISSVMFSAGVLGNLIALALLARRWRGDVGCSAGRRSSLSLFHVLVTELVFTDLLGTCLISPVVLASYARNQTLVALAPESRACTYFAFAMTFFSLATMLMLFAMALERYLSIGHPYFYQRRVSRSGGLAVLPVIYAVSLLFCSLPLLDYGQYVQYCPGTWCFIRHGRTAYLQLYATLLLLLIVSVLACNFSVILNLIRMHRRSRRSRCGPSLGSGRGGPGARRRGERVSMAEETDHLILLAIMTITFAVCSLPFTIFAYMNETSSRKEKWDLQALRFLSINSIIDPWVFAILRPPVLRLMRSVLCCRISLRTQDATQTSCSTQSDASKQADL
14-3-3 Bad PPI = disrupts binding of bovine 14-3-3 zeta to phospho-Bad peptide; TR-FRET 14-3-3zeta/Dy647-pBad peptide displacement, 1 h; inhibition, % at 21.7 µM; hit rate 0.71% among 220,000; AID 781;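 active = inhibition above about 70%, limit read from the data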;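 also: 0% = full 14-3-3 plus peptide FRET controls and 100% = background without 14-3-3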
Target sequence (P63103 whole entry, looked up): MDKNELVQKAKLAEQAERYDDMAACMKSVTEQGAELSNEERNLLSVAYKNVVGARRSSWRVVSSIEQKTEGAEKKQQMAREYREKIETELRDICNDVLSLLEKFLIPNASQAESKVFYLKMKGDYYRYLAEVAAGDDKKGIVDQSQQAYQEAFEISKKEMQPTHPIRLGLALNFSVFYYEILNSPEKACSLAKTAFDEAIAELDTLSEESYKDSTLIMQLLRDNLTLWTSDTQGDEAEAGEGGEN
Rad51 HR inh = Rad51 (human) homologous recombination inhibition | Q06609 | hRad51 DNA strand exchange, fluorescence dequenching | inhibition, % at 10 µM | hit rate 0.085% among 200,000;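 active = inhibition above 40% at the single screening dose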;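 also: 0% = DMSO control wells and 100% = blanks with heterologous ssDNA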
Target sequence (Q06609 whole entry, looked up): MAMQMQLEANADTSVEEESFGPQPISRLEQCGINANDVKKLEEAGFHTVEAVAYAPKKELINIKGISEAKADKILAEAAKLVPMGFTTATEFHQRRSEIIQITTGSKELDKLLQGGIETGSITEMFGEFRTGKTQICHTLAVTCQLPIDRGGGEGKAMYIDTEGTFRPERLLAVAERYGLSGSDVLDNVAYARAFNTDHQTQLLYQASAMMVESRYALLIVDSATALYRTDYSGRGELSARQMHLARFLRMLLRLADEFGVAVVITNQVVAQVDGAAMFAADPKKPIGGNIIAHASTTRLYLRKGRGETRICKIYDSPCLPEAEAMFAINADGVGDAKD
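Material: human Rad51–ssDNA filaments; Probe or stimulus: labelled 47-mer dsDNA for strand exchange; Doses: single 10 µM dose; Incubation: 37 °C 15-min filament assembly, 30-min compound preincubation, 15-min exchange; Technique: FRET fluorescence dequenching, excitation 485 nm, emission 520 nm; Measure: Fluorescence-based percent inhibition, control- and blank-normalised; Benchmarks: plate control and blank wells.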
Calpain2 inh = calpain II (pig) inhibition. purified calpain II, fluorogenic peptide substrate, 30 min. hit rate 0.37% among 220,000. AID 1236. inhibition, % at 16 µM;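 active = inhibition above about 50%, limit read from the data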
EP2 modulator = EP2 receptor (human) modulation; EP2-expressing cells, cAMP HTRF FRET, PGE2 co-stimulation; hit rate 0.83% among 260,000; AID 940; induction, % at 25 µM;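 active = compounds whose cAMP rise, as percent of the full-agonist control response, exceeds 60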;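 also: rat C6 glioma line stably carrying human EP2 under a CMV promoter; the protocol text gives 20 µM as final concentration; 100% = response of wells given 1 µM PGE2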
eIF4E 4G PPI = blocks eIF4E binding to eIF4G | inhibition, % at 21.7 µM | hit rate 0.37% among 220,000 | TR-FRET eIF4E-eIF4GI(517-606) binding, 2 h;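 active = inhibition above about 30%, limit read from the data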;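 also: 0% = full FRET control wells and 100% = background wells lacking eIF4GI fragment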
Hck Nef HTS = blocks Nef-activated human Hck kinase; P08631; Recombinant Hck-YEEI plus Nef, Z-Lyte FRET kinase assay; inhibition, % at 20 µM; hit rate 0.68% among 220,000; AID 463187;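 active = Hck-Nef kinase inhibition above about 50%, limit read from the data; inactive = inhibition below that limit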;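 also: 0% = DMSO with Hck plus Nef and 100% = Hck alone without Nef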
Tb hexokinase = blocks Trypanosoma brucei hexokinase 1 activity | AID 1430 | hit rate 0.11% among 220,000 | inhibition, % at 10 µM | recombinant TbHK1, G6PDH-coupled NADH A340;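 active = inhibition of 50% or more in the single-dose primary screen; inactive = inhibition below 50%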
Starred values were filed as active, the others as inactive; i = inactive; x = not tested or not shown; [ ] = another dose, or the depositor's remark.

SMILES	L929 necroptosis	EP2 antag	14-3-3 Bad PPI	Rad51 HR inh	Calpain2 inh	EP2 modulator	eIF4E 4G PPI	Hck Nef HTS	Tb hexokinase
Nn1cnnc1SCC(=O)Nc1ccc(C2CCCCC2)cc1	2.3	x	-6.4	0.7	17.2	17.9	-2.0	-1.6	-1.2
COc1cc2c(cc1OC)C(c1ccc3c(c1)OCO3)CC(=O)N2 (stereo not given)	0.5	6.1	-3.6	x	13.7	12.4	1.9	-1.5	-7.3
Cc1ccc(S(=O)(=O)N[C@H](C(=O)OCC(=O)NC(=O)Nc2ccc3c(c2)OCCO3)C(C)C)cc1	1.3	6.1	5.9	5.9	-33.2	-35.5	22.9	9.7	5.1
Cc1ccc(Cc2nc(-c3ccccn3)no2)cc1	0.0	7.1	5.8	-6.5	14.1	16.6	-5.1	1.6	1.8
CC(C)(C)OC(=O)N/N=C/c1ccc(Br)cc1	13.8	4.6	-6.2	4.7	7.7	-79.9	0.1	21.6	-3.1
C/C=C/c1ccc(OCCCNC(C)CC)c(OC)c1 (stereo not given)	-1.3	12.9	37.0[fluorescence artefact?]	-2.1	-37.7	20.2	2.8[fluorescence artefact?]	1.5	-5.0
COCCCn1cnnc1SCc1nc2sc(C(C)=O)c(C)c2c(=O)[nH]1	-0.9	3.2	35.9	x	-35.7	10.6	-4.5	32.7	-49.0
COCCn1nnnc1C(C(C)C)N1CCOCC1 (stereo not given)	-0.4	8.4	26.1	-0.2	-16.4	21.6	-3.0	-1.4	-0.8
CCOc1ccc(C(=O)N/N=C/c2ccc(SC)cc2)cc1	0.5	4.0	8.8	-12.9	21.0	-9.7	-20.1	-2.0	-2.9
CC(C(=O)Nc1ccc(S(=O)(=O)N2CCOCC2)cc1)N(c1ccccc1)S(C)(=O)=O (stereo not given)	1.1	4.1	4.3[fluorescence artefact?]	0.3	-56.8	-0.3	-9.3[fluorescence artefact?]	-0.9	4.1
O=C(CSc1nnc(-c2cccnc2)n1-c1ccc(SC(F)F)cc1)N1CCCc2ccccc21	0.9	10.5	-14.5	-3.0	-15.0	-17.5	-6.0	1.9	26.3
Cn1cc(/C=C/C(=O)N2CCCC(C(=O)c3ccc(C(C)(C)C)cc3)C2)cn1 (stereo not given)	3.7	3.4	-11.6	-4.0	-17.0	-20.9	-0.8	18.8	1.6
COc1ccc(C(=O)OC2CCN(C)CC2)cc1	0.4	5.2	14.9	-1.0	12.4	10.1	2.3[fluorescence artefact?]	6.3	2.5
O=C(c1ccccc1Cl)N(C(=O)c1ccccc1Cl)c1nccc(-c2cccs2)n1	0.0	6.0	12.5	2.0	-26.2	2.3	4.6	0.5	-5.2
CSCC[C@H](NC(=O)OCc1ccccc1)C(=O)O	-0.7	6.7	-22.9[fluorescence artefact?]	15.9	-13.9	9.8	12.2	-1.4	-5.3
CC(C)(C)c1ccc(OCC(=O)N(c2ccccn2)C2CCCCC2)cc1	x	8.0	1.1	x	22.8	24.7	-3.1	0.2	-5.3
COC(=O)c1cc(NC(=O)c2ccoc2C)cc(C(=O)OC)c1	0.7	6.3	4.0	-3.1	-12.5	-11.6	3.3	7.4	3.9
Nc1nc2ccc([N+](=O)[O-])c(N)c2s1	4.2	6.5	4.4	3.6	-3.8	-16.6	16.6	0.8	-18.4
CCOc1cc(C(=S)N2CCN(C)CC2)ccc1OCC(=O)N1CCOCC1	0.1	8.9	-10.1	0.8	14.1	9.5	5.3	1.9	-3.0
CN1CCCN(Cc2nc(-c3cccc(C(F)(F)F)c3)no2)CC1	5.3	4.7	-2.0	-3.9	15.9	-27.5	1.2	-2.2	9.2
Cc1ccc(C2C(C#N)=C(N)Oc3n[nH]c(C)c32)cc1 (stereo not given)	0.0	5.5	-4.5	-0.6	14.6	0.4	-1.6	4.4	5.6
CCn1c(SCC(=O)c2ccc3c(c2)Cc2ccccc2-3)nnc1-c1ccc(N)cc1	-0.1	12.1	7.2	-1.6	-77.3	-45.7	-6.0[fluorescence artefact?]	1.8	-13.6
Nc1nonc1C(=Nc1ccccc1)NO	-0.6	5.4	14.7	1.0	16.7	-2.1	-5.4[fluorescence artefact?]	2.7	7.8
O=C(CNC(=O)c1ccncc1)N/N=C/c1ccc(Br)cc1	2.1	6.5	2.2	-1.9	-16.5	-12.8	3.8	16.1	-8.5
CC(=O)NC(=S)Nc1cc(C(F)(F)F)ccc1N1CCOCC1	0.1	6.7	9.2[fluorescence artefact?]	7.2	-12.0	26.6	8.1	7.1	-5.0
COc1cccc(/C=C/C(=O)c2ccc(NS(=O)(=O)c3ccc(C)cc3)cc2)c1	2.2	13.4	-4.2[fluorescence artefact?]	-11.8	-27.8	10.8	-1.2	-2.0	-23.7
CC(C)c1ccc(N(C(=O)C(F)(F)F)C(C(=O)NC2CCCCC2)c2ccncc2)cc1 (stereo not given)	1.5	13.6	-7.4	4.0	17.6	-1.5	2.3	0.4	-4.0
O=C(c1ccc2c(c1)OCO2)N1CCN(c2ccccc2F)CC1	-0.3	5.1	-5.4	-6.1	-1.2	-5.4	2.5	6.7	-6.8
COC(=O)c1cccc(NC(=O)Cn2cnc3ccccc3c2=O)c1	-0.1	18.6	-0.3[fluorescence artefact?]	0.2	13.2	-16.5	-1.4[fluorescence artefact?]	-0.1	-9.9
CN(c1ccc(C(=O)Nc2ccc3c(c2)OCO3)cc1)S(C)(=O)=O	-0.9	4.2	-1.0	-7.5	-22.7	22.0	0.8	24.0	-12.2
Cc1sc(NC(=O)/C=C/c2ccc3c(c2)OCO3)nc1-c1ccccc1	0.4	5.2	9.1[fluorescence artefact?]	0.3	-91.1	13.8	3.6[fluorescence artefact?]	-0.4	-21.5
CCOC(=O)c1c(NC(=O)CCC(=O)O)sc2c1CCCCC2	1.5	11.7	11.5	-8.4	-8.6	4.4	-6.5	14.7	-5.6
CCOC(=O)c1ccc(NC(=O)CCc2nc(-c3ccc(C)cc3)no2)cc1	0.3	13.2	-2.6	-0.7	22.8	-13.0	-1.8	-0.5	-2.2
Cc1nn(C)cc1CN(C)C(=O)c1nn2c(c1Cl)NC(c1cccs1)CC2C(F)(F)F (stereo not given)	0.1	1.1	-0.5	-0.5	-26.4	2.4	3.6[fluorescence artefact?]	2.3	-0.7
CCN(CC)C(=O)CSCC(=O)Nc1ccccc1	0.7	-0.3	-3.9	6.0	20.5	-7.9	-7.0	1.9	-4.8
C(=N\Nc1ccccc1)/c1nc2ccccc2s1	3.9	11.9	-7.8	-28.3	11.9	3.0	5.5	-8.2	-17.2
CS(=O)(=O)c1ccc2nc(NC(=O)c3ccc(=O)[nH]c3)sc2c1	-0.7	7.4	-2.6	x	-10.8	-11.1	1.9	33.2	-88.8
N#Cc1c(N)nc2c(c1-c1ccccc1)CCCC2	0.2	7.4	1.1[fluorescence artefact?]	-33.5	-25.3	47.8	0.4	-6.6	-2.2
CSc1nc(Oc2ccc(C)cc2)cc(C(F)(F)F)n1	-0.2	11.8	0.5	-8.3	-3.9	14.2	-4.0	0.1	0.2
CCOc1ccc2oc(-c3ccccc3)c(C(=O)N(C)C)c2c1	0.2	20.3	-7.4	3.2	i	38.0	1.4	-12.9	31.5

Results in EP2 antag, Hck Nef HTS and 14-3-3 Bad PPI, for two of the compounds above:
| canonical_smiles | EP2 antag | Hck Nef HTS | 14-3-3 Bad PPI |
| --- | --- | --- | --- |
| Cc1nn(C)cc1CN(C)C(=O)c1nn2c(c1Cl)NC(c1cccs1)CC2C(F)(F)F (stereo not given) | 1.1 | 2.3 | -0.5 |
| CCN(CC)C(=O)CSCC(=O)Nc1ccccc1 | -0.3 | 1.9 | -3.9 |

More structures follow.
SMILES	L929 necroptosis	EP2 antag	14-3-3 Bad PPI	Rad51 HR inh	Calpain2 inh	EP2 modulator	eIF4E 4G PPI	Hck Nef HTS	Tb hexokinase
COc1ccccc1Cn1c(C)nc2ccccc21	-0.7	8.4	2.8	11.2	-1.2	17.5	4.6	15.6	-5.2
Cc1ccsc1/C=N/NC(=O)CNC(=O)c1ccco1	0.2	8.2	0.3	-7.9	12.6	-22.3	4.1	3.3	-14.3
Nc1ccc2oc(-c3cccc(Br)c3)nc2c1	1.7	21.6	5.6	-0.4	-40.4	-37.5	4.1	-4.4	-11.1
CCc1cc2cc(C(=O)Nc3ccc(C)cc3)sc2s1	-0.1	14.2	-3.6[fluorescence artefact?]	1.7	-31.1	23.9	4.4[fluorescence artefact?]	-2.2	0.5
O=C(Cc1ccc(-n2c(=S)[nH]c3ccccc3c2=O)cc1)N1CCN(c2ccccc2)CC1	-0.6	6.8	-8.3	-3.9	-100.9	-12.2	-11.6	6.4	-9.2
Cc1ccc(CCN2C(=O)c3ccccc3C2C(=O)NCc2cccnc2)cc1 (stereo not given)	-0.3	1.4	-2.9	8.4	43.4	8.6	0.2	11.2	9.0
COc1ccccc1NC(=O)N1CCCC1C(=O)NCc1ccccc1F (stereo not given)	3.0	2.3	-3.5	-6.7	-43.1	28.8	-7.1	-0.2	2.0
CCOc1ccccc1NC(=O)CSc1ccccc1	0.1	4.7	2.1	-1.3	-13.6	17.9	-5.2	-0.2	3.3
CN1CCN(CC(=O)Nc2cc(N(C)C)nc3ccccc23)CC1	1.2	3.6	28.4	13.3	-113.7	14.1	7.4	8.5	-13.8
CNc1ccc(Cl)nn1	0.8	3.4	1.0	x	-1.5	-8.5	0.3	-2.7	-1.9
Cc1ccccc1N1CC2=C(C1=O)C(c1ccccc1)NC(=O)N2C (stereo not given)	0.0	6.3	0.9	5.2	-14.3	-4.5	4.5	12.2	-5.7
COC(=O)c1c(N2C(=O)Nc3ccccc3N2O)sc2c1CCCC2	0.0	7.9	-7.8[fluorescence artefact?]	0.5	-13.6	19.7	4.1	6.1	-10.6
COc1ccc(-n2c(C)csc2=S)cc1	-0.9	18.9	-1.1[fluorescence artefact?]	-2.0	-16.2	4.9	2.5	7.6	-6.0
CCOCCn1c(CN2CCc3ccccc3C2)nc2c1c(=O)n(C)c(=O)n2C	0.1	11.8	-18.0	-5.7	-2.9	-2.0	-0.6	13.6	-9.9
Cc1ccc2cc(CCNC(=O)c3ccc(Br)o3)c(=O)[nH]c2c1	-0.5	x	5.6	x	-0.1	13.8	0.1	1.9	-3.8
c1ccc(-c2nc(-c3nccc4ccccc34)oc2-c2ccccc2)cc1	2.3	8.7	-6.5	-3.3	-179.6	41.4	-0.2	5.2	-24.2
COc1ccc(-c2csc(N3C(=O)C4C5c6ccccc6C(c6ccccc65)[C@@H]4C3=O)n2)cc1 (stereo not given in full)	1.3	21.6	-8.6	0.5	-22.6	6.6	-2.1	1.6	-11.1
CCN1CCN(C(=O)c2cc(COc3ccc4ncccc4c3)on2)CC1	0.7	2.0	-1.5	-8.9	5.8	-43.1	-1.8	24.8	-0.3
Cc1noc(C)c1COC(=O)CCCOc1ccc(Cl)cc1Cl	-0.1	13.0	20.6	10.5	-1.0	5.8	-7.6	1.7	-0.1
O=C(Nc1ccc(-c2nc3cccnc3s2)cc1)c1ccc(Br)o1	73.7	14.4	-4.4	-0.8	-464.0	-1.9	4.4	2.2	-36.9
CCOc1nc(CC)nc(NC(=O)NS(=O)(=O)c2ccccc2Cl)n1	1.7	10.7	0.6	x	-3.9	3.0	-5.8	-0.6	-8.7
CCn1c(O)c(N=NC(=O)c2ccc(CSc3nncn3C)cc2)c2ccccc21	0.7	5.8	-14.7[fluorescence artefact?]	9.6	12.1	-36.3	8.5	-8.8	-3.4

An excerpt. The share of hits here may be higher or lower than overall.
